LAP4 TOR yeast: modulators of LAP4-GFP expression in yeast, primary screen, S. cerevisiae, multiplex flow cytometry, MLPCN library. 3 h; median GFP as percent of DMSO wells. GFP response vs DMSO, % at 10 µM. 320,000 compounds, 0.34% hits. AID 2023, 2009;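 active means GFP response vs DMSO above a set limit, about the screen mean plus 3 SD, cut at about 150% in these data; inconclusive means under 70 cell events counted for the yeast strain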
proCasp7 act: procaspase-7 activators, primary screen, counter-screen for procaspase-3 activator project, biochemical, absorbance, HTS, human | Caspase-7 (Homo sapiens), P55210 | recombinant procaspase-7, Ac-DEVD-pNA absorbance 405 nm; D23A/D198A/D206A triple mutant, cannot self-cleave; scale: DMSO 0, 5 µM enzyme 100 | activation, % at 8.5 µM | 330,000 compounds, 0.093% hits;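 active means percent activation above the screen-wide mean plus 3 SD, cut at about 25% in these data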
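Detection: p-Nitroaniline absorbance at 405 nm, read at 0 and 120 min; system: Uncleavable procaspase-7 mutant enzyme; evaluation: % activation from two-timepoint absorbance difference, scaled to controls; times: 1 h enzyme–compound preincubation and 2 h substrate reaction, both 25 °C; buffer or medium: Zinc-free HEPES pH 7.4 with 300 mM NaCl, 0.01% Triton X-100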
ZTA counter: counter-screen for EBNA-1 inhibitors: inhibitors of Epstein-Barr virus ZTA | AID 2234 | ZTA-DNA binding, fluorescence polarization | 320,000 compounds, 0.15% hits | inhibition, % at 11 µM; in the data active means inhibition above about 33%
MEP2 TOR yeast: modulators of MEP2-GFP levels in yeast, primary screen, S. cerevisiae, multiplex flow cytometry, MLPCN library | GFP response vs DMSO, % at 10 µM | AID 2016, 2009 | 330,000 compounds, 0.51% hits | S. cerevisiae MEP2-GFP strain, 3 h; 100% = DMSO control level;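 active means GFP response versus DMSO above a set limit, roughly screen mean plus 3 SD, cut at about 180% in these data; inconclusive means fewer than 70 cells counted for a yeast strain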;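 further: median GFP fluorescence of the barcode-gated MEP2-GFP cells per well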
RPL19A-GFP yeast: RPL19A-GFP expression modulators in yeast, primary screen, cell-based, S. cerevisiae, multiplex flow cytometry, MLPCN; AID 2025, 2009; percent response vs DMSO, % at 10 µM; 330,000 compounds, 0.3% hits; S. cerevisiae RPL19A-GFP strain, 3 h; active compounds read low;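 active means percent response vs DMSO below 50%; inconclusive means fewer than 70 events counted for the yeast strain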;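 further: median channel GFP fluorescence of the barcoded RPL19A-GFP strain; ratio of sample median GFP to plate DMSO average so 100% = DMSO; lower means less RPL19A-GFP as with rapamycin TOR inhibition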
EBNA-1 inhibitor: EBNA-1 DNA-binding inhibitors, primary screen, biochemical, fluorescence polarization. inhibition, % at 14.8 µM. 300,000 compounds, 0.34% hits; in the data active means inhibition above about 28%
AHR act: AHR activators, primary screen, cell-based, luminescence, luciferase reporter, human. Aryl hydrocarbon receptor (Homo sapiens), P35869. AHR-responsive luciferase reporter cells. activation, % at 5 µM. 320,000 compounds, 2.5% hits. AID 2796, 2010; in the data active means activation above about 47%;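 further: 0% = vehicle wells and 100% = reference agonist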
proCasp3 act: activators of human procaspase-3 D3A mutant, primary screen, biochemical, absorbance, PC-3 D3A mutant, single concentration. recombinant procaspase-3 D3A, Ac-DEVD-pNA absorbance 405 nm. activation, % at 8.5 µM. 330,000 compounds, 0.11% hits;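 active means activation above the mean of all tested compounds plus 3 SD, cut at about 21% in these data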;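 further: 0% = DMSO alone and 100% = DMSO wells spiked with extra 5 µM PC-3 D3A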
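Assay system: Procaspase-3 D3A mutant, all three cleavage aspartates alanine. Buffer or medium: Zinc-free HEPES saline buffer with Triton X-100. Times: 1 h compound preincubation, 2 h substrate hydrolysis at 25 °C. Measured by: 405 nm absorbance of p-nitroaniline, reads at 0 and 120 min. Read-out basis: percent activation relative to control range. Replicates: singlicate.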
* marks the source's active call; other numbers are inactive results; ? = inconclusive; . = no result given; [ ] = remark or other dose.

#	canonical_smiles	LAP4 TOR yeast	proCasp7 act	ZTA counter	MEP2 TOR yeast	RPL19A-GFP yeast	EBNA-1 inhibitor	AHR act	proCasp3 act
1	COc1ccc([N+](=O)[O-])cc1N(CC(O)CN1CCCCC1)S(=O)(=O)c1ccccc1 (stereo not given)	85	7	-6	104	84	0	0	-1
2	O=C1CCC(=O)N1c1ccc(-c2nc3ccccc3s2)cc1	97	-6	-11	101	101	18	9	0
3	Cc1cccc(N2C(=O)CC(Sc3nccc(C)n3)C2=O)c1 (stereo not given)	103	-14	21	110	99	3	-2	-12
4	CC(C)(C)c1ccc(C(=O)NCCC(=O)NNC(=O)COc2ccccc2F)cc1	93	10	.	106	101	.	4	-2
5	COC(=O)[C@@]1(Cc2ccc(F)cc2)[C@H]2c3cc(C(=O)N4CCCC4)n(CCc4ccc(O)c(O)c4)c3C[C@H]2CN1C(=O)c1ccccc1	120	-18	2	94	92	4	2	-10
6	Cn1c(C(C(=O)NCC2CCCO2)N(C(=O)Cn2nnc3ccccc32)C2CCCCC2)nc2ccccc21 (stereo not given)	91	-2	3	97	96	5	0	2
7	COc1ccc(/C=C/C(=O)Nc2ccc3nc4n(c(=O)c3c2)CCCC4)cc1	103	4	7	108	104	-4	-3	0
8	CC(=O)Nc1ccc(S(=O)(=O)NC(=O)C23CC4CC(CC(C4)C2)C3)cc1	100	-1	-7	99	100	-5	0	4
9	CCC/C(=N\NC(=O)C1CCCC1)c1ccccc1	88	6	1	105	125	-9	7	0
10	Clc1cccc(OCc2nc(-c3ccncc3)no2)c1	90	10	-26	106	108	6	10	2
11	CC(NC(=O)CSc1nc(=O)cc(N)n1CCc1ccccc1)c1ccccc1 (stereo not given)	97[may fluoresce red and violet]	-2	6	101[may fluoresce red and violet]	?	16	4	4
12	CCOC(=O)C1=C(O)/C(=C/c2cn(CC(=O)NCC3CCCO3)c3ccccc23)SC1=Nc1ccc(C)cc1 (stereo not given)	94	1	15	115	94	7	-1	-3
13	Cc1nc2ccccn2c1C(=O)N/N=C/c1ccccc1Cl	104	9	14	109	105	5	30	-9
14	CC(=O)Nc1ccc(S(=O)(=O)Nc2c(NC3CCCCC3)c3ccccc3oc2=O)cc1	100	-4	-12	104	103	32*	4	3
15	Nc1c(Cl)c(Cl)nc(C(=O)OCC(=O)N2CCCC2=O)c1Cl	104	9	-3	110	102	14	6	-6
16	C#Cc1ccc([C@H]2C=C(C(=O)N3CCN(Cc4ccccc4)CC3)O[C@@H](OCc3ccc(CO)cc3)C2)cc1	116	-5	-7	95	103	-2	12	4
17	O=C(O)c1csc(Cc2ccccc2)n1	100	5	-11	105	104	-4	-1	4
18	N#Cc1cc(N)ccc1-n1cccc1	113	-24	-10	108	99	-14	0	-15
19	Cc1ccc(NC(=O)c2ccc3c(c2)S(=O)(=O)c2ccccc2C3=O)cc1S(=O)(=O)N1CCOCC1	104	19	-8	99	95	-2	4	6
20	CN(C)c1ccc(NC(=O)Cn2ncn3c(cc4ccccc43)c2=O)cc1	95	-3	-3	103	99	-4	19	3

Values in list order from the entries so far:
RPL19A-GFP yeast, compounds 11–20, in order: ?, 94, 105, 103, 102, 103, 104, 99, 95, 99

Further results.
#	canonical_smiles	LAP4 TOR yeast	proCasp7 act	ZTA counter	MEP2 TOR yeast	RPL19A-GFP yeast	EBNA-1 inhibitor	AHR act	proCasp3 act
21	Cc1ccc(OCc2csc(N)n2)cc1	103	7	-1	98	97	5	8	3
22	O=C1NC(=S)S/C1=C/c1ccc(OC(=O)c2ccco2)cc1	92	-4	14	96	96	-5	3	1
23	CC1NC(=S)N(Cc2ccccc2)C1=O (stereo not given)	106	2	-2	116	112	5	-2	-1
24	O=C(CN1CCC(C(=O)c2ccc3c(c2)OCCO3)CC1)NCc1ccccc1	98	11	17	104	101	4	-1	5
25	Cc1c(C)n(Cc2ccc(Cl)cc2)c2ccc(C(=O)NCCCN3CCOCC3)cc12	90	2	4	89	95	-7	11	2
26	CN1C(=O)Cc2cc(S(=O)(=O)N3CCN(c4cccc(Cl)c4)CC3)ccc21	98	12	0	103	96	-10	0	-5
27	Cn1c(N)c(C(=O)COC(=O)C(Cc2ccccc2)NC(=O)c2ccccc2)c(=O)n(C)c1=O (stereo not given)	88	3	13	102	101	-7	10	-5
28	CCOC(=O)CN1C(=O)CSc2ccc(S(=O)(=O)N3CCOCC3)cc21	50[may fluoresce violet]	5	0	275*[may fluoresce violet]	33*[may fluoresce violet]	-9	3	8
29	Cc1nc2c3cnn(-c4ccccc4)c3ncn2n1	99	-3	17	111	84	-18	69*	-9
30	O=C(CSc1ccccc1C(=O)O)NCc1ccc(Cl)cc1	95	4	3	106	101	1	17	8
31	Cc1nn(Cc2c(F)c(F)c(F)c(F)c2F)c(C)c1NC(=O)c1ccc(COc2ccc(F)cc2)o1	112	2	-2	106	101	10	1	-22
32	COc1cc(C2C(C(=O)c3ccc(C)o3)=C(O)C(=O)N2c2cc(C)on2)ccc1OCc1ccccc1 (stereo not given)	91	-28	12	104	100	4	-2	-3
33	O=C(Nc1c(C(=O)c2ccccc2)oc2ccccc12)c1cc(-c2ccccc2O)n[nH]1	93	-4	3	103	103	17	68*	-6
34	COc1ccc(NC(=O)c2sc(NC(=O)COc3ccccc3)nc2C)cc1	107	0	-6	98	100	2	23	2
35	Cc1ccc(NC(=O)c2ccc(OCc3c(C)noc3C)cc2)nc1	120	3	16	119	110	.	-2	-2
36	CC1(C)CC(=O)C=C(NCCCNC2CCCCC2)C1	101	7	14	105	108	4	-1	0
37	Cc1ccc(C2=Nc3ccccc3SC(c3cccc([N+](=O)[O-])c3)C2)cc1 (stereo not given)	104	-33	-3	102	101	-2	6	-22
38	CCOC(=O)c1ccccc1N/C=C1\CCCC1=O	131	-4	2	113	129	-2	0	-7
39	CC(=O)NCCC(=O)N1CCCC(C(=O)c2ccc3c4c(cccc24)CC3)C1 (stereo not given)	85	1	16	97	95	3	3	1
40	CN(CC(=O)Nc1ccccc1F)Cc1cccs1	68	0	-10	79	82	-1	0	1
41	O=C(c1nc(-c2ccccc2)n(-c2ccccc2)n1)N1CCN(S(=O)(=O)c2ccccc2)CC1	98	10	-3	98	98	-7	2	-2
42	COc1cccc(/C=N/NC(=O)C(=O)N2CCCC2)c1	98	-1	-1	95	93	-6	5	-3
43	COc1ccc(C)cc1S(=O)(=O)Nc1cc2c3c(c1)CCN3C(=O)CC2	88	5	8	98	94	-2	20	4
44	c1ccc(OCCn2cnc3ccccc32)cc1	102	-3	4	92	96	8	-3	11
45	CC(=O)c1sc(N/N=C\c2cccc(Br)c2)nc1C	90	-14	6	104	97	8	28	-10
46	O=C(NN1C(=O)C2C(C1=O)C1C=CC2C12CC2)c1ccncc1 (stereo not given)	92	-1	2	94	97	-18	1	-3
47	CCOC(=O)c1ccc(NC(=O)COc2ccccc2CNCCO)cc1	106	11	11	94	101	4	7	10
48	CC(=O)Nc1ccc(NC(=O)C/C(C)=N/NC(=O)C(=O)N2CCCC2)cc1	99	2	5	101	97	-10	16	8
49	Cc1ccc2cc(CN(C)C(=O)C3CCCO3)c(=O)[nH]c2c1 (stereo not given)	107	-1	6	104	103	-7	31	5
50	CCc1nc(SCC(=O)N2CCN(c3ccccc3)CC2)c2oc3ccccc3c2n1	104	-6	11	103	103	7	17	5
51	CSc1cccc(N2CC(C(=O)NCCN3C(=O)S/C(=C\c4cccnc4)C3=O)CC2=O)c1 (stereo not given)	96	-9	-3	94	99	-7	3	2
52	Cc1ccc(S(=O)(=O)NCc2ccccc2)cc1C(=O)NC1CCCCC1	92	12	-1	113	106	5	-3	6
53	Cc1cccc(N2CCN(C(=O)c3c(Cl)cnn3C)CC2)c1C	104	6	5	97	95	2	-4	3
54	NC1=NC2(CCN(Cc3ccccc3)CC2)n2c(nc3ccccc32)N1	95	3	-15	108	101	0	2	1
55	CS(=O)(=O)N1CCC(NC(=O)Nc2ccc(OC(F)(F)F)cc2)CC1	91	4	1	91	98	.	2	3
56	O=C(NCc1cccs1)c1cc(-c2ccccc2)on1	109	8	0	100	98	3	0	3
57	Cc1ccc(N(CC2CO2)S(=O)(=O)c2ccccc2[N+](=O)[O-])cc1 (stereo not given)	101	-19	10	107	101	5	-3	13
58	O=C(COc1ccccc1)NNC(=S)NC(=O)c1ccccc1	159*	0	9	97	114	-1	6	3
59	CSc1nc2ccc3nc(NC(=O)c4ccccc4)sc3c2s1	99	-2	9	95	99	-1	2	-5
60	CC1(C)C2CCC13CS(=O)(=O)N[C@@H]3C2 (stereo not given in full)	104	0	-15	102	101	7	-2	3
61	COc1ccc(N2C(=O)c3ccccc3NC2c2ccc(NC(C)=O)cc2)c(OC)c1 (stereo not given)	81	-2	7	94	91	-5	1	1
62	CCN1CCN(CCCOc2ccc(-c3ccccc3)cc2)CC1	111	-5	-12	106	101	-4	1	-2
63	C=CCn1c(SCc2ccc(C#N)cc2)nnc1-c1ccccc1	104	10	-18	114	103	-5	1	-5
64	CC1(C)C(=O)Nc2ccccc2N1C(=O)COc1ncnc2ccccc12	.	1	-3	89	90	-8	6	1

Compound activity from PubChem BioAssay.
